High-throughput results (PubChem)
RBX1-CUL1 inh: inhibitors of human ROC1-CUL1 ubiquitin ligase activity | E3 ubiquitin-protein ligase RBX1 (Homo sapiens) + Cullin-1 (Homo sapiens), P62877+Q13616 | in vitro K48 di-Ub FRET, acceptor:donor ratio, 45 min | inhibition, % at 10 µM | 140,000 compounds, 0.6% hits | AID 1347404, 2020; in the data active = inhibition above about 25%
Target sequence (P62877 whole entry, looked up): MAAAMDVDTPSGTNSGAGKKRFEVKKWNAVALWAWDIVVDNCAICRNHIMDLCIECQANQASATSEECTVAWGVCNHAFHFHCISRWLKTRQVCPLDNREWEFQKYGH
Target sequence (Q13616 whole entry, looked up): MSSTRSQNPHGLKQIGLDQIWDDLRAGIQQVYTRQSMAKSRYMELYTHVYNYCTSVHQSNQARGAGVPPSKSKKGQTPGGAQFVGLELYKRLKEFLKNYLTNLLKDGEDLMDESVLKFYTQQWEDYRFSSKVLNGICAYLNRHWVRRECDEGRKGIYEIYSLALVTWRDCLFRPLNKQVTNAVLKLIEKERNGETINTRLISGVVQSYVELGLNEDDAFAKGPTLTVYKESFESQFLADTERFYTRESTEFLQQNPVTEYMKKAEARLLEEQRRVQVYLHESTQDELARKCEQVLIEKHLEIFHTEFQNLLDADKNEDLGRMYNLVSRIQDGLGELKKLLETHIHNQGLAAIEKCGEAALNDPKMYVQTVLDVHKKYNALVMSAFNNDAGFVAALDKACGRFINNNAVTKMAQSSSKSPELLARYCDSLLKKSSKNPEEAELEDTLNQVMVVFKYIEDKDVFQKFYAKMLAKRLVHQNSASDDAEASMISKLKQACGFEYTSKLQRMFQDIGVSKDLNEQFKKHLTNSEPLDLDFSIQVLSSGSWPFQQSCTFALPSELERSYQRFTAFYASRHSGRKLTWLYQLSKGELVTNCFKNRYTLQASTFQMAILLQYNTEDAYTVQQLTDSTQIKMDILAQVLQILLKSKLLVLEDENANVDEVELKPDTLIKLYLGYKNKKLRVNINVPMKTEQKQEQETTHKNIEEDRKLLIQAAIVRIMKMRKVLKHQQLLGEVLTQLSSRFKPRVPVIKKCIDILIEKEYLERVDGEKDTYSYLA
* marks the source's active call; other numbers are inactive results. An excerpt; the hit share may differ from the screen's.

RBX1-CUL1 inh	structure
4	O=C(c1cnn2c(C(F)(F)F)cc(-c3ccco3)nc12)N1CCCc2ccccc21
-7	OCC1CCCCN1Cc1nc(Cc2ccccc2)no1 (stereo unspecified)
-5	CCCCN(CC)C(=O)CSc1nc2n[nH]c(C)c2c(=N)n1-c1ccc(CC)cc1
3	N#C/C(=C\c1cc(Br)c(O)c(Br)c1)c1nc2ccccc2c(=O)[nH]1
1	COc1ccc(C2NC(=O)NC(C)=C2C(=O)OCC2CCCO2)cc1Cl (stereo unspecified)
10	CCC(Sc1nnc2c3ccccc3n(Cc3ccccc3)c2n1)C(=O)Nc1ccc(OC(F)(F)F)cc1 (stereo unspecified)
4	c1ccc(-c2cnnc(NCc3ccc(CN4CCCC4)cc3)n2)cc1
0	COc1ccccc1OC(C)C(=O)N1CCN(c2cccc(Cl)c2)CC1 (stereo unspecified)
2	c1ccc(-n2nc3ccccc3n2)cc1
0	COc1ccc(C(=O)CSc2nnc3n2CCCN3C(=O)NC2CCCCC2)cc1

Continued; the last 4 above are carried over.
RBX1-CUL1 inh	structure
4	c1ccc(-c2cnnc(NCc3ccc(CN4CCCC4)cc3)n2)cc1
0	COc1ccccc1OC(C)C(=O)N1CCN(c2cccc(Cl)c2)CC1 (stereo unspecified)
2	c1ccc(-n2nc3ccccc3n2)cc1
0	COc1ccc(C(=O)CSc2nnc3n2CCCN3C(=O)NC2CCCCC2)cc1
12	FC(F)(F)c1cc(-c2ccccc2)nc(SCc2ccccc2)n1
4	COc1cc(OC)c(NC(=O)CCc2c(C)nc3c4c(C)cc(C)nc4nn3c2C)cc1Cl
-1	Cc1nc(N=Cc2ccccc2[N+](=O)[O-])sc1C
3	CC(C)CN1C(=O)C2(OCCO2)c2cc(Cl)ccc21
-10	S=C(Nc1ccccc1)Nc1ccc(C2(c3ccc(NC(=S)Nc4ccccc4)cc3)c3ccccc3-c3ccccc32)cc1
2	Cc1cc(=O)n2ncnc2n1CC(=O)N/N=C/c1cccs1
7	CCOC(=O)C1(C/C=C/c2ccccc2)CCCN(C(=O)Cn2cncn2)C1 (stereo unspecified)
3	COc1cc(NC(=S)N2CCC(Cc3ccccc3)CC2)c(OC)cc1Cl
-2	c1ccc(Cc2cn[nH]c2C2CCCN(Cc3ccco3)C2)cc1 (stereo unspecified)
3	Oc1ccc2ccccc2c1CN1CCN(c2ccccc2F)CC1

An excerpt from above in order of SMILES length, rising.
RBX1-CUL1 inh	structure
-7	OCC1CCCCN1Cc1nc(Cc2ccccc2)no1 (stereo unspecified)
1	COc1ccc(C2NC(=O)NC(C)=C2C(=O)OCC2CCCO2)cc1Cl (stereo unspecified)
7	CCOC(=O)C1(C/C=C/c2ccccc2)CCCN(C(=O)Cn2cncn2)C1 (stereo unspecified)
-5	CCCCN(CC)C(=O)CSc1nc2n[nH]c(C)c2c(=N)n1-c1ccc(CC)cc1
4	COc1cc(OC)c(NC(=O)CCc2c(C)nc3c4c(C)cc(C)nc4nn3c2C)cc1Cl
10	CCC(Sc1nnc2c3ccccc3n(Cc3ccccc3)c2n1)C(=O)Nc1ccc(OC(F)(F)F)cc1 (stereo unspecified)

Following part:
RBX1-CUL1 inh	structure
13	CN(C(=O)COc1cccc(Br)c1)C1CCS(=O)(=O)C1 (stereo unspecified)
6	Cc1cc(Cl)cc(Cl)c1OCCOCCN1CCN(C)CC1
4	O=C(OC1OC(=O)C(Cl)C1=Nc1ccccc1)c1ccc([N+](=O)[O-])cc1 (stereo unspecified)
-10	O=c1[nH]cnc2nc3cc(F)c(F)cc3nc12
-6	Cc1ccc(Cl)cc1NC(=O)CSc1nnc(C(C)NC(=O)c2ccccc2)n1C (stereo unspecified)
8	CCCc1nnc2sc(/C=C/c3ccccc3OC)nn12
0	COc1cc2c(cc1OC)C(=O)CCS2
-2	CCC(C)(O)c1ccc2ccccc2c1C(=O)N(C(C)C)C(C)C (stereo unspecified)
-9	N#CC1C(SCc2ccccc2)=NC(O)(C(F)(F)F)C(C(=O)c2cccs2)C1c1ccccc1Cl (stereo unspecified)
1	CCOc1cc(S(=O)(=O)NCCN2CCOCC2)ccc1F
0	Cc1ccc([N+](=O)[O-])c2cccnc12
2	CCn1ccnc1Cn1ncc(N2CCOCC2)cc1=O
-4	Cc1cc(-c2n[nH]c3c2CN(C(=O)Cn2cc(C)c(=O)[nH]c2=O)CC3)no1
7	CC(C)Sc1nnc2n(Cc3ccccc3)c(=O)c3c(n12)-c1ccccc1CC31CCCCC1
-3	CCCCN(CC)C(=O)Nc1ccc2c(c1)N(C)C(=O)c1ccccc1S2
7	O=C(c1csc2c1CCCC2)N1CC[C@@H](N2CCC(O)CC2)[C@H](O)C1
-3	COC(=O)c1ccccc1NC(=O)Cn1c(=O)n(-c2cccc(C(F)(F)F)c2)c(=O)c2c(C)c(C)sc21
0	O=C(CSc1n[nH]c(-c2ccc(F)cc2)n1)NCCc1ccccc1
4	CC(C)(C)NC(=O)NC1CC(=O)N(Cc2cccc(F)c2)C1 (stereo unspecified)
-5	Cc1ccc(OCC(=O)NC(=S)Nc2ccc(-c3nc4cc(C(C)C)ccc4o3)c(O)c2)cc1C

Structural class: the compounds so far containing a nitro group on carbon (three)
RBX1-CUL1 inh	structure
-1	Cc1nc(N=Cc2ccccc2[N+](=O)[O-])sc1C
4	O=C(OC1OC(=O)C(Cl)C1=Nc1ccccc1)c1ccc([N+](=O)[O-])cc1 (stereo unspecified)
0	Cc1ccc([N+](=O)[O-])c2cccnc12

Later entries
RBX1-CUL1 inh	structure
-6	Cc1nn(-c2nc3ccc(F)cc3s2)c2c1CCCC2
5	OCCNc1nc(Nc2ccc(OC(F)(F)F)cc2)nc(N2CCN(C34CC5CC(CC(C5)C3)C4)CC2)n1
0	Cc1ccc(Cl)cc1N1CCN(C(=O)c2ccc(N(C)S(C)(=O)=O)cc2)CC1
5	COc1cc(-c2nc3sc4c(c3c(=O)[nH]2)CCC(C)C4)ccc1OC(=O)c1cccs1 (stereo unspecified)
11	Cc1nc(-c2ccccc2)c(C#N)c(=O)[nH]1
6	C[C@@H]1CN(C2(C(=O)NCCc3cccnc3)Cc3ccccc3C2)C[C@H](C)O1
-9	Cc1nn2c(-c3cccc(NC(=O)c4ccc(Cl)cc4)c3)nnc2c2ccccc12
-2	CC(C)n1cc(CC2=NC(=O)N(c3cccc(Cl)c3)C2=O)c2ccccc21
-2	O=C(CCOc1ccccc1)Nc1cnn(CC(=O)N2CCNC(=O)C2c2cccc(F)c2)c1 (stereo unspecified)
1	Cc1ccc(C)n1-c1ccc(C(=O)Nc2ccccc2C(F)(F)F)cc1
-7	O=C(Nc1cccc(-c2cccc(Cl)c2)c1)C1CCN(C(=O)C2CCOC2)CC1 (stereo unspecified)
4	Cc1ccc(CNc2nc3c(S(=O)(=O)c4ccccc4)nnn3c3ccsc23)cc1
1	CCc1ccccc1NC(=O)C(C)n1nc(-c2ccc(C)c(C)c2)ccc1=O (stereo unspecified)
3	O=C(NCCN1Cc2ccccc2OC(c2ccccc2)C1)C1CC=CCC1 (stereo unspecified)
-4	Cc1c(C(=O)NC(C)c2ccc(Cl)cc2)cnn1-c1ccccc1 (stereo unspecified)
-9	Cc1ccc(SCCC(=O)NC(C)(C)C)cc1
-7	COc1ccccc1Oc1ccc(S(=O)(=O)NCc2ccccn2)cc1
7	O=C(Nc1cccc(Br)c1)C(c1ccccc1)C1CCCC1 (stereo unspecified)
-5	Cc1cccc(N(C)S(=O)(=O)c2ccc(-c3cc(C)no3)s2)c1
-1	Cc1csc2nc(COC(=O)c3cccc(NC(=O)COc4ccccc4Cl)c3)cc(=O)n12
-5	COc1ccc(C(CNC(=O)COc2ccc(C)cc2)N2CCCCC2)cc1 (stereo unspecified)
-3	CCOc1cccc(C(=O)N2CCN(c3cccc(C)c3C)CC2)c1
5	COC(=O)c1cc(NC(=O)C2CC(=O)NC(=NCc3ccc(OC)cc3)S2)cc(C(=O)OC)c1 (stereo unspecified)
-6	COc1ccc(NC(=O)Cn2ncc3c2-c2ccccc2OC3)cc1Cl
-8	CC(NC(=O)C(c1ccccc1)c1ccccc1)C1COc2ccccc2O1 (stereo unspecified)
-7	COC(=O)c1ccc(OC(C)C(=O)c2ccc(C)cc2)cc1 (stereo unspecified)
4	Cc1cccc(-n2c(C)cc(/C=C3\C(=N)N4N=C(CC(C)C)SC4=NC3=O)c2C)c1C
-6	COc1ccccc1Nc1nn2c(=O)c3ccc(C(=O)Nc4ccc(F)cc4)cc3nc2s1
-5	CCOc1ccc(C(=O)Nc2nnc(SCC3=Nc4ccc(C)cc4C(=O)C3)s2)cc1
7	COc1ccc(-c2cc(C(F)(F)F)nc(SCC(=O)Nc3ccc(O)cc3)n2)cc1OC
-5	FC(F)(F)c1c(-c2nnnn2-c2ccccc2)cnn1-c1ccc(Cl)cc1
-2	Clc1ccc(-c2nnc(SCc3ccc(Cl)c(Cl)c3)o2)cc1
4	Cc1ccc(C(=O)n2nc(C)c(S(=O)(=O)N3CCCCCC3)c2C)cc1C
-3	O=C1NC(NCc2ccco2)(C(F)(F)F)C(=O)N1c1ccc(OC(F)(F)F)cc1 (stereo unspecified)
-12	COC(=O)c1ccc(NC(=O)Cn2c(=O)nc(-c3ccccc3)c3ccccc32)cc1
0	Fc1ccc(-c2cc(-c3nc(-c4ccccc4)no3)[nH]n2)cc1
-1	COc1ccc(OC(=O)c2ccc(Cl)c(Cl)c2)cc1
-3	CCN(CC)c1ccc(C2C3C(=O)CC(c4ccc(F)cc4)CC3=Nc3ccccc3N2C(=O)c2ccc(Cl)c(Cl)c2)cc1 (stereo unspecified)
-3	CCOC(=O)C1(Cc2ccc(Cl)cc2)CCN(C(=O)CCc2ccncc2)CC1
0	O=C(Nc1n[nH]c(-c2ccco2)n1)N1CCN(c2cnccn2)CC1
-6	O=C(Nc1ccccc1)C1=C(N2CCCC2)c2ccccc2S1(=O)=O
-1	OC1(c2ccccc2)c2cccc(Cl)c2C(O)(c2ccccc2)c2cccc(Cl)c21 (stereo unspecified)
-11	N#Cc1ccc(Cl)cc1N=CCc1nnnn1-c1ccc2ccccc2c1
11	Cc1cccc(C)c1OCCCn1c(CCNC(=O)C2CCCCC2)nc2ccccc21
0	Cc1ccc(C(=O)N2CCN(Cc3ccc(F)cc3)CC2)cc1
4	COc1ccc2c(c1)N(S(=O)(=O)c1ccc(C)cc1)CC1=C2CCC2(C)C(=O)CC=C12 (stereo unspecified)
-9	Cn1cc(C(=O)Nc2ccc(Cl)c(Cl)c2)cn1
6	COCCCn1c(SCC(=O)Nc2ccc(OC)cc2)nc2c(sc3ccccc32)c1=O
-2	COc1ccc(OC)c(NC(=O)/C=C/c2cccc([N+](=O)[O-])c2)c1
-3	Cc1ccc2c(c1)N(CC(=O)Nc1ccccc1C(F)(F)F)C(=O)c1cccnc1O2

The list continues.
RBX1-CUL1 inh	structure
-1	O=C(NC(O)C(Cl)(Cl)Cl)c1ccc2ccccc2n1 (stereo unspecified)
-4	CCOC(=O)Nc1ccc(-c2ccc(NC(=O)OCC)cc2N)cc1
4	Cc1ccc(-c2nc(SCC(=O)NCC3CCCO3)c(-c3ccc(C)cc3)[nH]2)cc1 (stereo unspecified)
-1	COCCNC(=O)CCC1CCN(C(=O)C23CC4CC(CC(C4)C2)C3)CC1
1	O=c1c2ccoc2ccc2sccc12
1	CCOc1ccc(N(Cc2ccccc2)S(C)(=O)=O)cc1
6	Cc1cccc(N=C2C(=O)N(c3ccc(I)cc3)C(=O)C2Cl)c1C (stereo unspecified)
0	COc1ccc(C(=O)NC(=S)Nc2ccc(OC)c(OC)c2)cc1
4	O=C1CC(S(=O)(=O)c2ccccc2)C(c2ccoc2)O1 (stereo unspecified)
1	Cc1ccc2c(c1)N(C(=O)Nc1ccc(Br)cc1F)CCO2

Pulled by structure from the entries so far:
RBX1-CUL1 inh	structure
4	CC(C)(C)NC(=O)NC1CC(=O)N(Cc2cccc(F)c2)C1 (stereo unspecified)
-6	Cc1ccc(Cl)cc1NC(=O)CSc1nnc(C(C)NC(=O)c2ccccc2)n1C (stereo unspecified)
-1	Cc1csc2nc(COC(=O)c3cccc(NC(=O)COc4ccccc4Cl)c3)cc(=O)n12
4	O=C(OC1OC(=O)C(Cl)C1=Nc1ccccc1)c1ccc([N+](=O)[O-])cc1 (stereo unspecified)

(next part)
RBX1-CUL1 inh	structure
-1	O=C(Nc1ccc(F)cc1F)C1CCN(c2ncccn2)CC1
1	CCCCc1nn2c(=O)c(NC(=O)c3ccccc3Cl)cnc2s1
8	CCCCOc1ccc(NC(=O)CC2C(=O)N(Cc3ccccc3)C(=S)N2c2cnn(Cc3ccc(F)cc3)c2)cc1 (stereo unspecified)
-2	Cn1c(SCc2ccc(Br)cc2)nc2c([nH]c3ccccc32)c1=O
4	COc1cccc(-c2nn(-c3ccccc3)cc2CN2CCC(C(N)=O)CC2)c1
13	COc1cc(C(=O)N2CCN(C34CC5CC(CC(C5)C3)C4)CC2)cc(OC)c1OC
-7	CC(=O)c1ccc(NC(=O)CSc2nnc(COc3ccc([N+](=O)[O-])cc3)n2C)cc1
-3	Cc1ccc(OCC(=O)Nc2ccccc2C(=O)OCc2cc(=O)n3c(C)csc3n2)cc1
-2	COc1ccc(NC(=O)Cn2c(SCc3cc(C)ccc3C)nc3ccncc32)c(OC)c1OC
-7	Cc1cnn(-c2cc(Oc3ccccc3)ncn2)c1
-4	CCC(C)NC(=O)CC(c1ccccc1)c1cc(Cl)ccc1O (stereo unspecified)
3	CCOC(=O)C1=C(c2ccccc2)OC(=N)C(C#N)C1c1ccsc1 (stereo unspecified)
-4	Cc1cccc(C)c1N1C(=O)c2cccc3c(Br)ccc(c23)C1=O
11	Cc1ccc(C(C)C)c(OCc2nnc(SCC(=O)Nc3ccccc3F)n2C)c1
15	N#C/C(=N\O)C(=O)NC(=O)Cc1ccccc1
-5	CCC(=O)NC(=S)Nc1ccc(I)cc1Cl
-4	O=C(NCC(c1ccco1)S(=O)(=O)c1cccs1)c1ccccc1F (stereo unspecified)
7	C=CCn1c(C2CC(=O)N(c3cccc4ccccc34)C2)nc2ccccc21 (stereo unspecified)
6	O=C(Nc1cccs1)Nc1ccc(F)cc1F
